# Source: PubChem BioAssay
# HP1b chromo inh – HP1-beta chromodomain-methylated histone interaction inhibition; 390,000 tested, 0.56% active; Potency, µM (highest dose often 114 µM), without a hit: at the highest dose activity change, negative = inhibition, usual class: inhibitors; AlphaScreen HP1-beta / biotin-H3K9me3 peptide binding; further: potency means the concentration at half of the fitted maximal effect; nearly all actives have a fitted effect of over 70% in size; inactives centre near 23
#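 Compound inhibition of the preformed complex between 50 nM HP1-beta and 50 nM biotinylated H3K9me3 peptide was read by AlphaScreen. Buffer was PBS pH 7.4 with 0.01% Tween-20. Incubations ran 30 min at room temperature, with 10 ug/mL donor/acceptor beads.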
# USP1-UAF1 inh – inhibitors of human USP1/UAF1 deubiquitinase; O94782; recombinant USP1/UAF1, Ub-Rhodamine cleavage fluorescence; Potency, µM (doses to about 57.1 µM), for the others: at the highest dose activity change, negative = inhibition, most hits filed as inhibitors; 390,000 tested, 0.23% active; further: potency means the concentration at half of the fitted maximal effect; on the % scale 0 is the no-effect control and ±100 the full control effect; nearly all actives have a fitted effect of over 60% in size; inactives centre near -12
#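 In this screen, compounds sit with the deubiquitinase complex (1nM) for 15 min at room temperature before Ub-Rho is added at 150nM final. Fluorescence rise is then followed for 6 reads every 60 seconds.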
# Pin1 inhibitor – inhibitors of human Pin1. Pin1 FP peptide displacement, HiFluor488, 10 min. 390,000 tested, 0.009% active. Q13526. Potency, µM (top dose mostly 115 µM), for the others: at the highest dose activity, negative = inhibition, usual class: inhibitors. AID 504891; active means well fitted inhibition curve with a large enough effect in the polarisation, with a control signal flat, not every such curve was filed as active; inconclusive means small, poorly fitted or top-dose-only effect, or effect the other way, or a change in a side signal; inactive means no such curve, though single readings can be large or run the other way; the % refers to the polarisation; further: potency means the concentration at half of the fitted maximal effect; on the % scale 0 is the no-effect control and ±100 the full control effect
# PGK inhibitor – inhibitors of T. brucei phosphoglycerate kinase | AID 602233 | PGK/GAPDH coupled, Kinase-Glo luminescence, 60 min | P07378 | 380,000 tested, 0.043% active | Potency, µM (series often up to 57.5 µM), inactives show at the top dose activity change, negative = inhibition, actives largely listed as inhibitors; further: potency means the concentration at half of the fitted maximal effect; on the % scale 0 is the no-effect control and ±100 the full control effect; nearly all actives have a fitted effect of over 60% in size
# Target sequence (P07378 whole entry, looked up): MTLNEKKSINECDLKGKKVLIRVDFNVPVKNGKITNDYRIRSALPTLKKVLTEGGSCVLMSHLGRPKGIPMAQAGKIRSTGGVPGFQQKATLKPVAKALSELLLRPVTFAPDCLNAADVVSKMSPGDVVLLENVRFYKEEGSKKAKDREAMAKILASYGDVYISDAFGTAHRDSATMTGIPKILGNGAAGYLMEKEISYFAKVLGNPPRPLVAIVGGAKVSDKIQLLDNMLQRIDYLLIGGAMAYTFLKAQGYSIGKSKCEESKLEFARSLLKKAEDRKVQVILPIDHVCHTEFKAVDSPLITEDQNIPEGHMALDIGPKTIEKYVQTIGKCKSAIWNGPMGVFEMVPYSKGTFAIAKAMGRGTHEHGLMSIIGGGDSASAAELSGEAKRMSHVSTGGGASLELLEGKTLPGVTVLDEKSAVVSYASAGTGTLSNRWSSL
#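 Luminescent ATP detection (Kinase-Glo Plus) follows a 60-minute room-temperature incubation, with wells lacking PGK as controls. Buffer: 100 mM TEA (pH 7.6), 5 mM MgCl2, 0.01% Tween-20. Coupling enzyme GAPDH (100 nM final) supplies unstable 1,3-BPG in-well.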
# IDH1 R132H inh – human IDH1 R132H inhibition; O75874; IDH1-R132H enzyme, NADPH consumption, diaphorase/resazurin fluorescence; Potency, µM (highest dose often 76.6 µM), for inactives: at the highest dose activity change, negative = inhibition, most hits filed as inhibitors; 390,000 tested, 0.093% active; further: potency means the concentration at half of the fitted maximal effect; on the % scale 0 is the no-effect control and ±100 the full control effect; nearly all actives have a fitted effect of over 65% in size
#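 IDH1-R132H (0.5 ug/mL dispensed) in pH 7.5 Tris buffer was preincubated 30 min with compound, then given a substrate mix of 0.016 mM NADPH and 2 mM alpha-KG for 80 min at room temperature; remaining NADPH was read by diaphorase/resazurin fluorescence.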
# TrxR1 substrate – is turned over as a substrate by rat TrxR1; O89049; purified TrxR1 substrate turnover, NADPH consumption readout; Potency, µM (series often up to 114 µM), for inactives: at the highest dose activity change, negative = substrate turnover; 390,000 tested, 0.01% active; further: potency means the concentration at half of the fitted maximal effect; on the % scale 0 is the no-effect control and ±100 the full control effect; nearly all actives have a fitted effect of over 50% in size
# Target sequence (O89049 whole entry, looked up): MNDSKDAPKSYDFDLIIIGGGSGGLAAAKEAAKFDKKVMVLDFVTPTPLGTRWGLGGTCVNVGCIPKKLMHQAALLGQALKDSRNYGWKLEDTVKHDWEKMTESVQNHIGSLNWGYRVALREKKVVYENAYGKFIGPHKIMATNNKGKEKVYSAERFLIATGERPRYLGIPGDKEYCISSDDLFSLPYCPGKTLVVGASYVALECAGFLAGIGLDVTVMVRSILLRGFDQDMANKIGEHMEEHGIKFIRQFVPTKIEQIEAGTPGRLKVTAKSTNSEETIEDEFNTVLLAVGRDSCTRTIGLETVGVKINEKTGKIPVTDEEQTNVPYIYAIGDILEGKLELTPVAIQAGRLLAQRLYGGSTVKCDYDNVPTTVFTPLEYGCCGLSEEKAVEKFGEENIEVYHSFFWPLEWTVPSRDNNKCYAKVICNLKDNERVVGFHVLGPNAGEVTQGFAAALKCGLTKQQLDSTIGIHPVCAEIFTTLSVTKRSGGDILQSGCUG
#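 Rat TrxR1, dispensed at 90 nM, was prereduced with 400 uM NADPH (final) for 5 min at ~22 deg C, then incubated with compound 15 min before 400 uM selenite. A first-read NADPH fluorescence drop versus no-compound background flagged substrates.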
# PI4K2A inh – blocks human PI4K2A kinase activity; activity change, negative = inhibition, % at 76.9 µM; Q9BTU6; purified PI4K2A, ADP-Glo luminescence, 1 h; stronger effect = lower value; 420,000 tested, 0.13% active; in the data active means activity change below about -50%; inconclusive means mostly about -30% to -49%;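 further: -100% = wells without enzyme as full effect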
#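 ADP-Glo luminescence measured ADP generated by PI4K2A enzyme (4 ug/mL before mixing) with 1.2 mM PI substrate (pre-mix) and 300 microM ATP (pre-mix). Tris pH7.5 buffer with MgCl2, Triton X-100; 1 h reaction at ambient temperature.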
# rTrxR1 inhibitor – blocks rat thioredoxin reductase 1. O89049. recombinant rTrxR1, NADPH fluorescence consumption, selenite substrate. Potency, µM (titrated, usually from 114 µM), inactives show top-dose activity change, negative = inhibition, most hits filed as inhibitors. 390,000 tested, 1% active. AID 588453; further: potency means the concentration at half of the fitted maximal effect; on the % scale 0 is the no-effect control and ±100 the full control effect; nearly all actives have a fitted effect of over 65% in size
#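 Rat TrxR1 (90 nM in the dispensed reagent) was pre-reduced with 400 uM NADPH for 5 min at room temperature, then incubated with compound for 15 min. After 400 uM selenite was added, NADPH fluorescence (Ex 340/Em 450 nm) was followed for 8 min.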
# GLS inh – glutaminase GLS (human) inhibition | O94925 | GLS enzymatic activity, qHTS titration | Potency, µM (titrated, usually from 45.5 µM), inactives show top-dose activity change, negative = inhibition, actives largely listed as inhibitors | 410,000 tested, 0.21% active | AID 624170; further: potency means the concentration at half of the fitted maximal effect; on the % scale 0 is the no-effect control and ±100 the full control effect
#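 Read-out is an Amplex red fluorescence increase coupled through glutamate oxidase and HRP, measured before and after 30 min room-temperature incubation. hKGA is in 45 mM KH2PO4 (pH 8.2) with 0.02% Tween-20; glutamine added as 1mM solution.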
# An asterisk follows results filed as active; i = inactive; ? = inconclusive; . = no result given; [ ] = another dose, or the depositor's remark. Unless noted, the call rests on the fitted dose curve; in most records, active means well fitted curve in the direction sought with a large enough effect; inconclusive means small, poorly fitted or top-dose-only effect, or another doubt; inactive means no such curve, though single readings can be large; an effect the other way counts as inactive or inconclusive.
cpd	SMILES	HP1b chromo inh	USP1-UAF1 inh	Pin1 inhibitor	PGK inhibitor	IDH1 R132H inh
1	C=CCn1cnc2c(oc3ccccc32)c1=O	17%	-2%	2%	1%	1%
2	Cc1cccc(-c2nc3ccc(C(=O)NCCN4CCN(C)CC4)cc3nc2-c2cccc(C)c2)c1	19%	-23%	-1%	-7%	8%
3	COc1cc(/C=N\NC(C)=O)ccc1OC/C=C/c1ccccc1	51%[activator]	-19%	-8%	-8%	1%
4	COC(=O)c1ccc(NC(=O)C(=O)NCCc2sc(-c3cccc(F)c3)nc2C)cc1	17%[57 µM]	-22%	0%	i	-4%
5	S=c1[nH]nc(C2CCCCC2)n1/N=C/c1cccc(Br)c1	41%[activator]	-3%	2%	6%	4%
6	O=C(NC1CCS(=O)(=O)C1)c1ccc(S(=O)(=O)N2CCCC2)cc1 (centres undefined)	18%	-6%	1%	-3%	4%
7	O=C(Nc1ccc(S(=O)(=O)Nc2ncccn2)cc1)C1=COCCO1	34%	-13%	?	-2%	0%
8	C[C@]12c3[nH]c4ccc(Cl)cc4c3CCN1C(=O)[C@@H](CC(=O)NCc1ccco1)C[C@@H]2C(=O)N1CCOCC1	10%	-28%	4%	1%	-13%
9	CSCCC(NC(=O)c1ccccc1Cl)C(=O)NNC(=O)c1csc(N2CCOCC2)n1 (centres undefined)	54%[activator]	-10%	-21%	i	10%
10	COc1ccc(NC(=O)CNC(=O)Cn2ccc3ccccc3c2=O)cc1OC	42%[activator]	-21%	-2%	-6%	10%
11	CC(C)COc1ccc(C(=O)N2C(=O)c3ccc(N)cc3C2=O)cc1	-9%	-6%	-1%	-7%	-6%
12	Cc1noc(C)c1COc1ccc(C(=O)NNC(=O)c2ccccc2)cc1	18%	-10%	-1%	i	2%
13	CN1CCN(CCNC(=O)c2ccc(CS(=O)c3ccc(Br)cc3)o2)CC1 (centres undefined)	.	-8%	.	-9%	-3%
14	COC(=O)CSc1nc(-c2ccccc2)nc2ccccc12	123%[activator]	-22%	3%	-9%	-13%
15	Cc1cccc(NC(=S)NC(=O)c2ccco2)c1C	30%	-15%	-6%	-3%	-1%

cpd	TrxR1 substrate	PI4K2A inh	rTrxR1 inhibitor	GLS inh
1	19%[57.1 µM]	0	12%[57.1 µM]	0%
2	-5%	1	1%	-5%
3	2%	0	13%	-10%
4	3%[57.1 µM]	2	18%[57.1 µM]	3%
5	11%[57.1 µM]	-1	5%[57.1 µM]	-4%
6	-9%	4	-11%	13%
7	-9%	-1	-16%	0%
8	5%	-2	13%	4%
9	-3%	2	5%	-3%
10	8%	-2	10%	-3%
11	18%	1	2%	8%
12	-13%	-2	-12%	13%
13	.	-3	.	1%
14	-3%	9	11%	-8%
15	-13%	0	?	2%

# Records 2 to 12, reprinted for reference:
cpd	SMILES	HP1b chromo inh	USP1-UAF1 inh	Pin1 inhibitor	PGK inhibitor	IDH1 R132H inh
2	Cc1cccc(-c2nc3ccc(C(=O)NCCN4CCN(C)CC4)cc3nc2-c2cccc(C)c2)c1	19%	-23%	-1%	-7%	8%
3	COc1cc(/C=N\NC(C)=O)ccc1OC/C=C/c1ccccc1	51%[activator]	-19%	-8%	-8%	1%
4	COC(=O)c1ccc(NC(=O)C(=O)NCCc2sc(-c3cccc(F)c3)nc2C)cc1	17%[57 µM]	-22%	0%	i	-4%
5	S=c1[nH]nc(C2CCCCC2)n1/N=C/c1cccc(Br)c1	41%[activator]	-3%	2%	6%	4%
6	O=C(NC1CCS(=O)(=O)C1)c1ccc(S(=O)(=O)N2CCCC2)cc1 (centres undefined)	18%	-6%	1%	-3%	4%
7	O=C(Nc1ccc(S(=O)(=O)Nc2ncccn2)cc1)C1=COCCO1	34%	-13%	?	-2%	0%
8	C[C@]12c3[nH]c4ccc(Cl)cc4c3CCN1C(=O)[C@@H](CC(=O)NCc1ccco1)C[C@@H]2C(=O)N1CCOCC1	10%	-28%	4%	1%	-13%
9	CSCCC(NC(=O)c1ccccc1Cl)C(=O)NNC(=O)c1csc(N2CCOCC2)n1 (centres undefined)	54%[activator]	-10%	-21%	i	10%
10	COc1ccc(NC(=O)CNC(=O)Cn2ccc3ccccc3c2=O)cc1OC	42%[activator]	-21%	-2%	-6%	10%
11	CC(C)COc1ccc(C(=O)N2C(=O)c3ccc(N)cc3C2=O)cc1	-9%	-6%	-1%	-7%	-6%
12	Cc1noc(C)c1COc1ccc(C(=O)NNC(=O)c2ccccc2)cc1	18%	-10%	-1%	i	2%

cpd	TrxR1 substrate	PI4K2A inh	rTrxR1 inhibitor	GLS inh
2	-5%	1	1%	-5%
3	2%	0	13%	-10%
4	3%[57.1 µM]	2	18%[57.1 µM]	3%
5	11%[57.1 µM]	-1	5%[57.1 µM]	-4%
6	-9%	4	-11%	13%
7	-9%	-1	-16%	0%
8	5%	-2	13%	4%
9	-3%	2	5%	-3%
10	8%	-2	10%	-3%
11	18%	1	2%	8%
12	-13%	-2	-12%	13%

# (further entries)
cpd	SMILES	HP1b chromo inh	USP1-UAF1 inh	Pin1 inhibitor	PGK inhibitor	IDH1 R132H inh
16	COc1ccc2cc(-c3nc(Cl)c4c5c(sc4n3)CC(C)CC5)c(=O)oc2c1 (centres undefined)	57%[activator]	102%[activator]	?	-8%	6%
17	Nc1ccc(S(=O)(=O)N2CCCC2)cc1Cl	21%	-30%	5%	-9%	0%
18	O=C(NCC(O)CO)c1ccc2[nH]c3ccccc3c2c1 (centres undefined)	37%	-12%	-1%	2%	4%
19	O=C(O)CCN1C(=O)c2ccc(NC(=O)CCc3ccccc3)cc2C1=O	23%	-15%	-7%	-6%	8%
20	COc1ccc(CN(C)CC(=O)N2CCc3ccccc3C2)cc1	26%	-22%	3%	2%	-1%
21	Cn1c(C(=O)N(Cc2ccccc2)Cc2ccccn2)cc2sccc21	-8%	-1%	-4%	-7%	11%
22	CCS(=O)(=O)c1nc2ccccc2n1CC(=O)N1CCOCC1	38%[activator]	-19%	1%	-4%	11%
23	Nc1ncnc(Nc2cc(Cl)cc(Cl)c2)c1[N+](=O)[O-]	13%	5%	-4%	-4%	6%
24	CCOC(=O)C1=C(C)N(CC)C(=S)NC1c1ccc(Cl)cc1 (centres undefined)	-8%	-12%	5%	6%	4%
25	COc1ccccc1NC(=O)c1cc2c([nH]c1=O)CC(C)(C)CC2=O	11%	2%	17%	-5%	32%[activator]
26	O=C(CN1C(=O)NC2(CCCC2)C1=O)N1CCN(S(=O)(=O)c2ccccc2F)CC1	39%[activator]	-17%	1%	2%	5%
27	N#CC(c1ccccc1O)N1N=C(c2ccccc2)CC1c1ccccc1 (centres undefined)	24%	-12%	6%	0%	-4%
28	O=C(CN1C(=O)NC2(CCCC2)C1=O)N1CCN(C(=O)c2ccco2)CC1	24%	-11%	5%	4%	5%
29	Cc1cc(CNC(=O)CC2C(=O)NCCN2Cc2ccc(-c3ccccc3)cc2)nn1C (centres undefined)	39%	-9%	-9%	5%	3%
30	CC(C)NS(=O)(=O)c1ccc(NC(=O)NC2CCCCC2)cc1	36%	-2%	-4%	-8%	3%

cpd	TrxR1 substrate	PI4K2A inh	rTrxR1 inhibitor	GLS inh
16	18%	1	16%	0%
17	3%	1	22%	5%
18	106%[activator]	-7	15%	9%
19	79%[activator]	2	22%	-7%
20	1%	2	13%	-1%
21	2%	-4	10%	7%
22	-1%[57.1 µM]	3	6%[57.1 µM]	-4%
23	-9%	3	1%	6%
24	2%	4	3%	8%
25	4%	-2	14%	-4%
26	4%	2	4%	2%
27	-6%	7	-4%	5%
28	6%	2	2%	2%
29	0%	3	?	8%
30	-2%	3	-9%	0%

# Next part:
cpd	SMILES	HP1b chromo inh	USP1-UAF1 inh	Pin1 inhibitor	PGK inhibitor	IDH1 R132H inh
31	CCOC(=O)/C(CCC[N+](C)(CC)CC)=N\O	?	5%	7%	1%	5%
32	COc1ccc(-c2noc(CN(C(=O)C(C)Oc3ccc(C)cc3)C(C)C)n2)cc1 (centres undefined)	25%	2%	-6%	.	.
33	CC(C)Oc1ccc2nnnn2n1	70%[activator]	-17%	-1%	3%	7%
34	Cc1noc(C)c1COc1ccc(C(=O)N2CCCC(C(N)=O)C2)cc1 (centres undefined)	15%	-9%	-1%	-7%	8%
35	N/C(=N\OC(=O)Nc1ccc(Cl)c(Cl)c1)c1ncc(C(F)(F)F)cc1Cl	28%	-18%	1%	-2%	4%
36	CC1(C)CNc2cc(N)ccc2S1	?	-5%	?	0%	16%
37	Cc1ccccc1-n1nnnc1SCC(N)=O	17%	1%	0%	-3%	6%

cpd	TrxR1 substrate	PI4K2A inh	rTrxR1 inhibitor	GLS inh
31	-11%	-2	-15%	8%
32	5%	-3	25%	5%
33	2%	-1	19%	9%
34	7%	-2	35%	0%
35	8%	1	13%	12%
36	10%[57.1 µM]	-9	22%[57.1 µM]	?
37	-6%	-4	0%[57.1 µM]	-1%

# This is a subset; count on the stated rates, not on these rows.
